Source: PubChem BioAssay (several laboratories)
PPARg SRC-3 ag – promotes SRC-3 coactivator recruitment by human PPARgamma; P37231; AID 731; 0.26% of 200,000 active; activation, % at 8 µM; biochemical PPARgamma/SRC-3 coactivator recruitment assay; in the data active = activation above about 23%;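 note: 0% = DMSO and 100% = reference agonist; some compounds past the cut are filed as inactive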
Target sequence (P37231 whole entry, looked up): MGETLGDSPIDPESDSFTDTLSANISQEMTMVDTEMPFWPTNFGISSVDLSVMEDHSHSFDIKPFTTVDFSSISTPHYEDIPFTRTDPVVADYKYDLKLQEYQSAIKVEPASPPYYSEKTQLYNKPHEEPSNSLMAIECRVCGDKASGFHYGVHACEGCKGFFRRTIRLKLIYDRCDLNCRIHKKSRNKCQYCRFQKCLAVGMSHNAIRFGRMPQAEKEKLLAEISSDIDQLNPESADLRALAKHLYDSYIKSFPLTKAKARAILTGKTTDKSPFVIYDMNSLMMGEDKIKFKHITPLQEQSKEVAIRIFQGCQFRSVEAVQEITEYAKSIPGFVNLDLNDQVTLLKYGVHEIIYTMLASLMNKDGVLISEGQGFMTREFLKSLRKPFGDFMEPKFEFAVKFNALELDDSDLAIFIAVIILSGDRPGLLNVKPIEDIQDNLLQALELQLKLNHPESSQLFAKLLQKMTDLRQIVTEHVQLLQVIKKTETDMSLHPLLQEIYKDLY
PMI act satM6P – increases human PMI activity with near-saturating mannose 6-phosphate | P34949 | coupled PMI enzyme assay, resazurin fluorescence, 20 min; stronger effect = higher value; 1 = untreated enzyme, 0 = substrate-free blank | activation factor at 20 µM | 0.34% of 190,000 active;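 active = activation factor of 2 or more at 20 µM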
Target sequence (P34949 whole entry, looked up): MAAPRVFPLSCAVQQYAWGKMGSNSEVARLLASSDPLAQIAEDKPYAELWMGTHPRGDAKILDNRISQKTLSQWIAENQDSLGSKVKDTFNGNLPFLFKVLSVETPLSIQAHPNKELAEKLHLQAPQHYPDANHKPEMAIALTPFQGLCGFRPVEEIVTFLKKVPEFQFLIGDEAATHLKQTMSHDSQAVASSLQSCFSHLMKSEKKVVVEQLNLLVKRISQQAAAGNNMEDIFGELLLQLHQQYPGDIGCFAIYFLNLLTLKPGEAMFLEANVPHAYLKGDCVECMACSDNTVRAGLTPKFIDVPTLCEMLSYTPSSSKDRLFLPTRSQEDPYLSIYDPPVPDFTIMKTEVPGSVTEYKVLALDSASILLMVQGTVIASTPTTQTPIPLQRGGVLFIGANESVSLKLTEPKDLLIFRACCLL
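test system = human PMI in coupled enzyme assay | medium = HEPES-buffered pH 7.4 with magnesium and detergent | also added = 1.0 mM mannose-6-phosphate substrate with 0.22 mM NADP+ | compound = 20 µM single dose | times = 20 min incubation at room temperature | measured by = resorufin fluorescence (Ex 544/Em 590 nm) from resazurin via diaphorase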
PPARg SRC-2 ag – agonists of SRC-2 recruitment by human PPARgamma. P37231. PPARgamma LBD-SRC-2 recruitment, biochemical. activation, % at 8 µM. 0.34% of 200,000 active. AID 1032; in the data active = activation above about 22%;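 note: 0% = vehicle and 100% = reference agonist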
ROMK mod – human ROMK K+ channel modulation, primary screen | AID 1918 | Tet-inducible ROMK, thallium flux fluorescence; actives lie on both sides | B-score at 10 µM | 2% of 130,000 active;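 active = signal ratio slope over the read window, or its plate-corrected B-score, at least 3 SD from the plate mean, either direction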;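 note: B-score of the F/F0 ratio slope over 7 to 12 s after thallium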
PMI act – phosphomannose isomerase (human) activation; P34949; purified human PMI, coupled resazurin fluorescence, 20 min; stronger effect = higher value; 1 = vehicle control, 0 substrate-free wells; activation factor at 20 µM; 0.005% of 190,000 active; AID 1214;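 active = activation factor of 2 or more at 20 µM, relative to plate controls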
TR-FRET SRC-2 ct – flags TR-FRET format artefacts in PPARgamma SRC-2 recruitment agonist screen; TR-FRET ratio at 8 µM; TR-FRET artefact counter-screen; stronger effect = higher value; 0.4% of 200,000 active; in the data active = TR-FRET ratio above about 2000; note: inactives centre near 1500
Diaph inh CS – diaphorase inhibition or chemical oxidation counter-screen; diaphorase resazurin-to-resorufin fluorescence, NADH, 16 min; bacterial (C. kluyveri) enzyme, not human; inhibition, % at 20 µM; 0.69% of 190,000 active; AID 1217;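 active = primary screen inhibition at 20 µM above a set limit, cut at about 50% in these data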;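 note: plate controls were DMSO with full reaction for no effect and wells lacking NADH for full effect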
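Assay system: diaphorase enzyme from Clostridium kluyveri. Quantity: enzyme working solution with 0.14 U/mL diaphorase. Schedule: reaction incubation of 16 min at room temperature. Technique: resorufin fluorescence, excitation 544 nm, emission 590 nm. Controls: No-NADH positive control and DMSO neutral control.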
G6PDH CS – L. mesenteroides G6PDH inhibition counter-screen | Purified L. mesenteroides G6PDH, diaphorase/resazurin coupled fluorescence, 45 min | inhibition, % at 5 µM | 0.12% of 200,000 active | AID 1020; in the data active = inhibition above about 50%
Diaphorase act – activates diaphorase or chemically reduces, flagging diaphorase assay artifacts. Diaphorase/resazurin coupled assay, resorufin fluorescence, 16 min; stronger effect = higher value; 1 = vehicle wells, 0 = NADH-free wells. activation factor at 20 µM. 0.005% of 190,000 active;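 active = diaphorase activity raised at least twofold by the compound at 20 µM; inactive = activation factor below 2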
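Material: Clostridium kluyveri diaphorase, purified enzyme; Quantity: enzyme 0.07 U/mL final; Medium: HEPES pH 7.4 buffer with MgCl2 and Tween 20; Dosing: single compound dose of 20 µM, 1% DMSO final; Schedule: 16 min reaction at room temperature; Measured by: red resorufin fluorescence at 544/590 nm excitation/emission.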
PPARg SRC-1 ag – promotes SRC-1 coactivator recruitment by human PPARgamma | 0.41% of 200,000 active | PPARgamma-SRC-1 coactivator recruitment biochemical assay | activation, % at 8 µM | P37231; in the data active = activation above about 19%;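 note: 0% = DMSO and 100% = reference agonist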
S1P3 antag – S1P3 (human) receptor antagonism | Q99500 | CHO S1P3 NFAT-BLA reporter, FRET fluorescence, antagonist mode | inhibition, % at 4.98 µM | 0.27% of 170,000 active | AID 485;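 active = inhibition above the plate cutoff, the mean inhibition of test wells on that plate plus 3 SD, cut at about 28% in these data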;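 note: cells challenged with S1P at its EC80 of 0.8 µM; blue over green emission ratio from cleaved BLA substrate after 4 h stimulation; 0% = S1P-stimulated wells and 100% = unstimulated DMSO-only wells; some compounds past the cut are filed as inactive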
The depositor's hits bear a star.

Results for COc1cc(OC)cc(C(=O)N[C@H](C(=O)NCc2ccco2)C(C)C)c1 ?
PPARg SRC-3 ag: -4; PMI act satM6P: 0.9; PPARg SRC-2 ag: 1; ROMK mod: 1.8; PMI act: 1; TR-FRET SRC-2 ct: 1511; Diaph inh CS: 6; G6PDH CS: 10; Diaphorase act: 0.9; PPARg SRC-1 ag: 11; S1P3 antag: -2

How did O=C(NC(=S)NCCC1=CCCCC1)c1ccc(Br)o1 do in these assays?
PPARg SRC-3 ag: -1; PMI act satM6P: 1; PPARg SRC-2 ag: 7; ROMK mod: -0.61; PMI act: 0.9; TR-FRET SRC-2 ct: 1385; Diaph inh CS: 10; G6PDH CS: -2; Diaphorase act: 0.9; PPARg SRC-1 ag: 2; S1P3 antag: -13

How did O=S(=O)(c1cccc2nsnc12)N1CCOCC1 do in these assays?
PPARg SRC-3 ag: -6; PMI act satM6P: 1; PPARg SRC-2 ag: -9; PMI act: 1; TR-FRET SRC-2 ct: 1466; Diaph inh CS: 4; G6PDH CS: 1; Diaphorase act: 1; PPARg SRC-1 ag: 7; S1P3 antag: 0

Results for CCc1cccc2c1NC(=O)C2(O)CC(=O)c1cccs1 (stereo not given) ?
PPARg SRC-3 ag: 2; PMI act satM6P: 1; PPARg SRC-2 ag: -2; ROMK mod: -0.044; PMI act: 1; TR-FRET SRC-2 ct: 1659; Diaph inh CS: 9; G6PDH CS: 13; Diaphorase act: 0.9; PPARg SRC-1 ag: -4; S1P3 antag: -8

How did CSc1ccccc1NC(=O)c1ccc(Br)o1 do in these assays?
PPARg SRC-3 ag: 1; PMI act satM6P: 1; PPARg SRC-2 ag: 6; ROMK mod: 0.23; PMI act: 1; TR-FRET SRC-2 ct: 1594; Diaph inh CS: 12; G6PDH CS: -6; Diaphorase act: 0.9; PPARg SRC-1 ag: 0

How did CCN(Cc1ccccc1)Cc1c(F)cccc1F do in these assays?
PPARg SRC-3 ag: 2; PMI act satM6P: 1.1; PPARg SRC-2 ag: -2; PMI act: 1; TR-FRET SRC-2 ct: 1668; Diaph inh CS: 4; G6PDH CS: 3; Diaphorase act: 1; PPARg SRC-1 ag: 3; S1P3 antag: 9

Results for COc1cccc(NC(=O)c2oc3ccccc3c2NC(=O)C2CC2)c1 ?
PPARg SRC-3 ag: 5; PMI act satM6P: 0.9; PPARg SRC-2 ag: -3; PMI act: 0.9; TR-FRET SRC-2 ct: 1729; Diaph inh CS: 16; G6PDH CS: -44; Diaphorase act: 0.8; PPARg SRC-1 ag: 10; S1P3 antag: 10

Results for COC(=O)c1ccc(NC(=O)CSc2nnc(COc3ccccc3)n2C)cc1 ?
PPARg SRC-3 ag: -2; PMI act satM6P: 0.9; PPARg SRC-2 ag: 1; PMI act: 0.9; TR-FRET SRC-2 ct: 1527; Diaph inh CS: 7; G6PDH CS: -26; Diaphorase act: 0.9; PPARg SRC-1 ag: 2; S1P3 antag: 7

What do the screens show for `CC(=O)Nc1ccc(NC(=O)c2ccccc2CCc2ccccc2)cc1`?
PPARg SRC-3 ag: 0; PMI act satM6P: 0.9; PPARg SRC-2 ag: 13; ROMK mod: 0.5; PMI act: 0.9; TR-FRET SRC-2 ct: 1770; Diaph inh CS: -4; G6PDH CS: 9; Diaphorase act: 1; PPARg SRC-1 ag: 19; S1P3 antag: 2

What do the screens show for `CCC(=O)Nc1c2c(nn1-c1ccc(C)cc1C)CSC2`?
PPARg SRC-3 ag: -1; PMI act satM6P: 0.9; PPARg SRC-2 ag: 2; PMI act: 0.9; TR-FRET SRC-2 ct: 1556; Diaph inh CS: 25; G6PDH CS: 3; Diaphorase act: 0.8; PPARg SRC-1 ag: -1; S1P3 antag: 22

What do the screens show for `C=CCN1C(=O)N/C(=C/c2ccccc2OCC(=O)Nc2ccc(F)cc2)C1=O`?
PPARg SRC-3 ag: -1; PMI act satM6P: 1; PPARg SRC-2 ag: 11; ROMK mod: 0.81; PMI act: 1; TR-FRET SRC-2 ct: 1631; Diaph inh CS: 16; G6PDH CS: -5; Diaphorase act: 0.8; PPARg SRC-1 ag: -2; S1P3 antag: 1

How did Cc1cc2ncn(C(=O)c3cc(-c4ccccc4)nc4ccccc34)c2cc1C do in these assays?
PPARg SRC-3 ag: -2; PMI act satM6P: 1.1; PPARg SRC-2 ag: -5; ROMK mod: 0.75; PMI act: 1; TR-FRET SRC-2 ct: 1501; Diaph inh CS: 4; G6PDH CS: 6; Diaphorase act: 1; PPARg SRC-1 ag: 2; S1P3 antag: -8

How did Cc1ccccc1C(=O)N/N=C/c1ccc([N+](=O)[O-])s1 do in these assays?
PPARg SRC-3 ag: -8; PMI act satM6P: 0.9; PPARg SRC-2 ag: 3; PMI act: 1; TR-FRET SRC-2 ct: 1552; Diaph inh CS: 2; G6PDH CS: 8; Diaphorase act: 1; PPARg SRC-1 ag: 2

Results for COCC(C)NC(=O)NC1(C(F)(F)F)Oc2ccc(Cl)cc2O1 (stereo not given) ?
PPARg SRC-3 ag: 7; PMI act satM6P: 0.9; PPARg SRC-2 ag: 2; ROMK mod: -0.75; PMI act: 0.8; TR-FRET SRC-2 ct: 1547; Diaph inh CS: 21; G6PDH CS: 18; Diaphorase act: 0.8; PPARg SRC-1 ag: 2

How did O=c1cc(CO)oc(C(Nc2ccccn2)c2cccc(F)c2)c1O (stereo not given) do in these assays?
PPARg SRC-3 ag: 13; PMI act satM6P: 1; PPARg SRC-2 ag: -1; PMI act: 0.9; TR-FRET SRC-2 ct: 1615; Diaph inh CS: 16; G6PDH CS: -15; Diaphorase act: 0.8; PPARg SRC-1 ag: 7

What do the screens show for `O=c1c2c3c(sc2n2cnnc2n1CCc1ccccc1)CCCC3`?
PPARg SRC-3 ag: 3; PMI act satM6P: 0.9; PPARg SRC-2 ag: 7; ROMK mod: -0.53; PMI act: 0.9; TR-FRET SRC-2 ct: 1358; Diaph inh CS: 7; G6PDH CS: -1; Diaphorase act: 0.9; PPARg SRC-1 ag: 3; S1P3 antag: 21

How did CC1(C)CC(NC(=O)c2ccc3c(c2)OCO3)CC(C)(C)N1 do in these assays?
PPARg SRC-3 ag: 0; PMI act satM6P: 0.9; PPARg SRC-2 ag: 0; PMI act: 0.9; TR-FRET SRC-2 ct: 1507; Diaph inh CS: 10; G6PDH CS: 15; Diaphorase act: 0.9; PPARg SRC-1 ag: -6

What do the screens show for `COC(=O)c1cn(-c2ccccc2)nc1-c1ccccc1`?
PPARg SRC-3 ag: 2; PMI act satM6P: 1; PPARg SRC-2 ag: 7; PMI act: 1; TR-FRET SRC-2 ct: 1603; Diaph inh CS: 14; G6PDH CS: 7; Diaphorase act: 0.9; PPARg SRC-1 ag: 6

Results for Cc1cccc(OCC(=O)N2CCN(C(=O)c3ccc([N+](=O)[O-])cc3)CC2)c1 ?
PPARg SRC-3 ag: 0; PMI act satM6P: 1; PPARg SRC-2 ag: -1; ROMK mod: -0.72; PMI act: 1; TR-FRET SRC-2 ct: 1417; Diaph inh CS: 3; G6PDH CS: 10; Diaphorase act: 1; PPARg SRC-1 ag: 11; S1P3 antag: -10

How did COc1ccc(C/C(N)=N/n2cnnc2)cc1 do in these assays?
PPARg SRC-3 ag: -3; PMI act satM6P: 1; PPARg SRC-2 ag: 8; PMI act: 1; TR-FRET SRC-2 ct: 1411; Diaph inh CS: 7; G6PDH CS: 0; Diaphorase act: 0.9; PPARg SRC-1 ag: -1; S1P3 antag: 7

What do the screens show for `Cc1ccccc1C(=O)NC1CCN(Cc2nnnn2CCc2ccccc2)CC1`?
PPARg SRC-3 ag: 24; PMI act satM6P: 1; PPARg SRC-2 ag: 3; PMI act: 1; TR-FRET SRC-2 ct: 1540; Diaph inh CS: 9; G6PDH CS: 0; Diaphorase act: 0.9; PPARg SRC-1 ag: 8; S1P3 antag: -3

Results for CCOc1ccc(-c2[nH]nc3c2C(c2ccc(O)cc2)C(C#N)=C(N)O3)cc1 (stereo not given) ?
PPARg SRC-3 ag: 4; PMI act satM6P: 0.8; PPARg SRC-2 ag: 5; ROMK mod: 0.086; PMI act: 0.7; TR-FRET SRC-2 ct: 1630; Diaph inh CS: 18; G6PDH CS: 8; Diaphorase act: 0.8; PPARg SRC-1 ag: 5; S1P3 antag: -8

What do the screens show for `COc1ccccc1Oc1coc2cc(O)ccc2c1=O`?
PPARg SRC-3 ag: 4; PMI act satM6P: 1; PPARg SRC-2 ag: 1; ROMK mod: 0.19; PMI act: 1; TR-FRET SRC-2 ct: 1548; Diaph inh CS: 6; G6PDH CS: 2; Diaphorase act: 0.9; PPARg SRC-1 ag: 5; S1P3 antag: 13

How did O=C(COc1ccc2c(C(F)(F)F)cc(=O)oc2c1)Nc1ccc(N2CCOCC2)cc1 do in these assays?
PPARg SRC-3 ag: 8; PMI act satM6P: 1; PPARg SRC-2 ag: -3; PMI act: 0.9; TR-FRET SRC-2 ct: 1590; Diaph inh CS: 12; G6PDH CS: -28; Diaphorase act: 0.9; PPARg SRC-1 ag: 0; S1P3 antag: 12

How did O=C(NCc1cccnc1)c1ccc(Cl)c(S(=O)(=O)Nc2ccccc2C(=O)NCc2cccnc2)c1 do in these assays?
PPARg SRC-3 ag: 2; PMI act satM6P: 1; PPARg SRC-2 ag: 10; ROMK mod: 0.4; PMI act: 1.1; TR-FRET SRC-2 ct: 1808; Diaph inh CS: -1; G6PDH CS: 1; Diaphorase act: 1; PPARg SRC-1 ag: 6; S1P3 antag: 6

What do the screens show for `COCCNC(=S)N(CCc1c(C)[nH]c2ccccc12)Cc1ccco1`?
PPARg SRC-3 ag: 1; PMI act satM6P: 1; PPARg SRC-2 ag: 7; ROMK mod: -0.3; PMI act: 0.9; TR-FRET SRC-2 ct: 1503; Diaph inh CS: 27; G6PDH CS: 3; Diaphorase act: 0.7; PPARg SRC-1 ag: 5; S1P3 antag: -15

Results for CCCc1cc(=O)[nH]c(SCC(=O)c2cc(C)n(-c3c(C)n(C)n(-c4ccccc4)c3=O)c2C)n1 ?
PPARg SRC-3 ag: 6; PMI act satM6P: 1; PPARg SRC-2 ag: 2; ROMK mod: -0.19; PMI act: 1.1; TR-FRET SRC-2 ct: 1587; Diaph inh CS: 8; G6PDH CS: 4; Diaphorase act: 0.9; PPARg SRC-1 ag: 10; S1P3 antag: -2
